Source: PubChem (several laboratories)
MrgX1 antag: antagonists of human MrgX1 receptor, primary screen, HEK293 cells, Fluo-4 calcium flux; 310,000 compounds, 1.3% hits; AID 588676, 2011; BAM8-22 antagonism; active compounds read low; B-score at 10 µM;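 active = calcium-response B-score plate-corrected more than 3 library SD below zero, starting fluorescence within 5 deviations, no agonist response on first addition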;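 note: peak minus trough fluorescence over baseline after final BAM8-22 challenge near maximal dose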
TRPC4 block: inhibitors of mouse TRPC4 channel, primary screen, Fluo4 calcium, HEK293 TRPC4beta/mu-opioid cells | B-score at 10 µM | 300,000 compounds, 0.39% hits | DAMGO-evoked Fluo4 calcium flux; active compounds read low | Short transient receptor potential channel 4 (Mus musculus), Q9QUQ5;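 active = B-score over 3 SD under the library average, no early fluorescence shift, positive overall ratio signal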
Target sequence (Q9QUQ5 whole entry, looked up): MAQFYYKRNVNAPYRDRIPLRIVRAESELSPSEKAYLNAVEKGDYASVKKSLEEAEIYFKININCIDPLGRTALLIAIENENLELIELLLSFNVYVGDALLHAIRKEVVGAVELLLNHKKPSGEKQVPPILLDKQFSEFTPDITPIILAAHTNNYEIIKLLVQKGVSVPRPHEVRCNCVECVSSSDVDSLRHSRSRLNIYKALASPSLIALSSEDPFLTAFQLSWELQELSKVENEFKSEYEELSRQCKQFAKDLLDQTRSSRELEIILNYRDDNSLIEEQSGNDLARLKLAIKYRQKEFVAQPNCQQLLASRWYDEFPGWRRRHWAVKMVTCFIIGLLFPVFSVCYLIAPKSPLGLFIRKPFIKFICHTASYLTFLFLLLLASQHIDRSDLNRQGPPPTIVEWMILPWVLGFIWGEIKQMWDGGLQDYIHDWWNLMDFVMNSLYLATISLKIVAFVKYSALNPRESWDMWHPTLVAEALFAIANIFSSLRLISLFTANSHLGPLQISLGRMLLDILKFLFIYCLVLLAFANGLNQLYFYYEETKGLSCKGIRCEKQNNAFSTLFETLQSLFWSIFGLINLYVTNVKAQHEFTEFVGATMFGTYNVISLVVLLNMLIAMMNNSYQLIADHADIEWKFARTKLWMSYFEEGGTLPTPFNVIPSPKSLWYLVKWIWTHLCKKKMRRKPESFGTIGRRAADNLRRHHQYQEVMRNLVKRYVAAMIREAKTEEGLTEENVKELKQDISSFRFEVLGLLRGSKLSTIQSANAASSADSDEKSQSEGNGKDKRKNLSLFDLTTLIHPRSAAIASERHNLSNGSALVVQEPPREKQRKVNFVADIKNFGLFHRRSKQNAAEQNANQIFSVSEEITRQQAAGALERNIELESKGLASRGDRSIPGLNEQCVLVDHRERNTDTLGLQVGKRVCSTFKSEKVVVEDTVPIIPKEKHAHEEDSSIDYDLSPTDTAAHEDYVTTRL
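Assay system: HEK293 cells with stable TRPC4beta plus mu-opioid receptor expression; Probe or stimulus: DAMGO in two steps, submaximal then maximal; Dosing: single-point compound dosing; Measured by: Fluo4 calcium-dye fluorescence, kinetic read; Read-out basis: B score from integrated Fluo4 fluorescence ratio.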
TRPC4 PAM: positive allosteric modulators of TRPC4, primary screen, cell-based, mouse TRPC4beta, HEK293 mu-opioid, Fluo-4 calcium | AID 2227, 2009 | Short transient receptor potential channel 4 (Mus musculus), Q9QUQ5 | DAMGO EC20, Fluo-4 Ca2+ flux; active compounds read high | B-score at 10 µM | 310,000 compounds, 0.42% hits;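 active = B-score of calcium response area above 5 SD of library B-scores, with initial fluorescence ratio within 5 SD of library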;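 note: B-score of integrated fluorescence ratio over time as area under calcium response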
TRPC4 agonist: activators of mouse TRPC4 channel, primary screen, Fluo4 calcium, HEK293 TRPC4beta/mu-opioid cells; Short transient receptor potential channel 4 (Mus musculus), Q9QUQ5; 310,000 compounds, 0.49% hits; B-score at 10 µM; Fluo4 calcium fluorescence; active compounds read high;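 active = B-score above 5 SD of library B-scores, and initial fluorescence ratio not above library mean plus 5 SD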;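 note: positive B-score marks a calcium rise read as TRPC4 activation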
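Technique: kinetic Fluo4 calcium fluorescence; Test system: TRPC4beta and mu-opioid receptor HEK293 stable cells; Measure: B-scored integrated calcium fluorescence ratio; Benchmarks: low control buffer alone, high control maximal DAMGO; Schedule: 45 min room-temperature Fluo4 loading, 110 s read.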
aSyn UTR inh: MLPCN primary screen, SNCA 5' untranslated region; alpha-synuclein 5'UTR reporter, inhibitor activity; inhibition, % (tested at 7.5 µM); 300,000 compounds, 0.82% hits; AID 1813, 2009; in the data active = inhibition above about 60%;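 note: H4 neuroglioblastoma cells stably carrying SNCA 5'UTR luciferase fusion; 0% = DMSO wells and 100% = positive control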
TRPC6 inhibitor: mouse TRPC6 channel inhibitors, primary screen, cell-based, HEK293, membrane potential dye | Short transient receptor potential channel 6 (Mus musculus), Q61143 | ACh-evoked depolarization; active compounds read low | B-score at 10 µM | 310,000 compounds, 1.1% hits | AID 2553, 2010;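 active = B-score under library mean minus 3 SD, initial fluorescence not abnormally high, positive integrated signal ratio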;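 note: B-score derived from integrated fluorescence ratio over the kinetic read; more negative B-score means stronger inhibition of depolarization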
SKKanGAS inh: S. pyogenes SKKanGAS growth inhibitors in kanamycin, primary screen, streptokinase expression inhibitor project, SKKanGAS strain, BacTiter-Glo luminescence | 6 h | inhibition, % at 7.5 µM | 300,000 compounds, 1.3% hits;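 active = mean replicate score, as percent of positive control median, at least 50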;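 note: strain carries kanamycin resistance gene driven by streptokinase promoter and grows in 40 µg/ml kanamycin; loss of luminescence reflects streptokinase promoter inhibition or plain growth inhibition; 0% = median of DMSO wells and 100% = positive control at its reference dose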
KLF5 inh: KLF5 expression inhibitors, primary screen, DLD-1 cells, luminescence; AID 1700, 2009; inhibition, % at 5 µM; 290,000 compounds, 0.23% hits; DLD-1 KLF5 promoter-luciferase reporter;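 active = inhibition above a per-plate limit of that plate's mean compound inhibition plus 3 SD, cut at about 60% in these data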;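 note: 0% = DMSO wells and 100% = LY294002 at 200 µM; higher means less KLF5 promoter-driven luciferase light; inactives centre near -14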
HIF activator: HIF pathway transcriptional activators, primary screen, cell-based, U2OS HRE-luciferase, luminescence; 300,000 compounds, 0.32% hits; U2OS HRE-luciferase reporter; normalized: DMSO 0%, desferrioxamine 100%; activation, % at 7.5 µM (by protocol);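 active = mean activation of at least 10% of the iron chelator positive control signal, with at least half of replicates also reaching 10%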
IEC-6 cytotox: cytotoxicity in IEC-6 intestinal epithelial cells, primary screen, cytotoxicity control for KLF5 inhibitor project, cell-based, luminescence; IEC-6 cytotoxicity, luminescence viability; inhibition, % at 5 µM; 290,000 compounds, 0.78% hits; AID 1825, 2009; in the data active = inhibition above about 22%;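 note: 0% = plate median of test compound wells and 100% = cytotoxic reference compound wells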
TRPC6 activator: mouse TRPC6 channel activators, primary screen, cell-based, HEK293, membrane potential dye. Short transient receptor potential channel 6 (Mus musculus), Q61143. HEK293-TRPC6 membrane potential dye fluorescence; active compounds read high. B-score at 10 µM. 310,000 compounds, 0.13% hits. AID 2550, 2010;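 active = B-score of the integrated fluorescence ratio above library mean plus 3 SD, and starting fluorescence ratio within library mean plus 5 SD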;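 note: higher score means more depolarization so channel activation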
An asterisk follows results filed as active; i = inactive; . = no result given.

molecule,KLF5 inh,SKKanGAS inh,IEC-6 cytotox,TRPC4 PAM,TRPC4 agonist,HIF activator,TRPC4 block,TRPC6 inhibitor,TRPC6 activator,MrgX1 antag,aSyn UTR inh
COC(=O)CN1C(=O)[C@@H]2[C@H](C1=O)[C@@H]1CC(C(=O)OC)=C[C@@H](C(=O)OC)[C@@H]3C1=C(C(=O)[C@@]3(C)NC(=O)c1ccccc1)[C@@H]2C,.,0,.,i,i,-2.2,i,i,i,i,23
CCN(Cc1ccccc1)S(=O)(=O)c1c(C)n(C)c(=O)n(C)c1=O,.,-9,.,i,i,0.2,i,i,i,i,-2
O=C(c1cc2nc(-c3ccc(F)cc3)cc(C(F)(F)F)n2n1)N1CCCCC1c1cccnc1 (stereo not drawn),-39,13,1,i,i,-0.3,i,i,i,i,18
O=C(NNC(=O)c1ccco1)c1csc(N2CCOCC2)n1,.,-6,.,i,i,-0.1,i,i,i,i,5
Cc1c(Cl)cccc1NC(=O)Nc1ccccc1C(N)=O,-17,-2,-4,i,i,0.1,i,i,i,i,-14
O=C(NCc1ccco1)c1cnc2n(c1=O)CCS2,-8,-4,4,i,i,-0.5,.,i,i,i,7
Nc1cc(N)nc(SCC(=O)Nc2ccc(Br)cc2Cl)n1,.,-3,.,i,i,1.6,i,i,i,i,-79
Cc1cccc(C)c1OCC(=O)Nc1cc(Cl)ccc1-n1cncn1,.,-3,.,i,i,-0.1,i,i,i,i,29
CCOC(=O)C(c1ccccc1)C(Nc1cc(C(F)(F)F)cc(C(F)(F)F)c1)c1ccccn1 (stereo not drawn),-19,-4,0,i,i,0.0,i,i,i,i,16
COc1ccc(-n2c(=O)c3ccccc3n(CC(=O)NCC3CCCO3)c2=O)cc1 (stereo not drawn),-2,-2,4,i,i,0.1,i,i,i,i,-7
O=S1(=O)CCOC[C@H](CC2CCCCC2)N1Cc1ccc(F)cc1,-7,2,4,i,i,0.6,i,i,i,i,12
Cc1nc2ncnn2c(C)c1CCC(=O)Nc1ccc(S(=O)(=O)N2CCCCCC2)cc1,16,-10,5,i,i,-0.7,i,i,i,i,27
Clc1ccccc1-c1cc(COc2ccc3ccccc3c2)no1,-7,1,-1,i,i,0.5,i,i,i,i,-9
NS(=O)(=O)c1cccc(NC(=O)COC(=O)c2cc(-c3ccc(Cl)cc3)nc3ccccc23)c1,-9,91*,1,i,i,0.3,i,i,i,i,-17
Cc1ccsc1C(=O)NNC(=O)Nc1ccc(Cl)c(Cl)c1,-36,1,-1,i,i,0.2,i,i,i,i,-34
O=C(Nc1ccc2nc3n(c(=O)c2c1)CCCCC3)c1ccccc1Cl,-29,-3,-1,i,i,1.4,i,i,i,i,-39
Cc1cc(C)cc(NC(=O)CSc2nc(=O)n(CCN3CCOCC3)c3c2CCCC3)c1,.,-9,.,i,i,-0.1,i,i,i,i,3
COc1cccc(-n2c(=O)[nH]cc(C(=O)Nc3ccc4c(c3)OCCO4)c2=O)c1,-28,7,-7,i,i,0.2,i,i,i,i,-35
CCn1cc(C(=O)O)c(=O)c2cc(Br)ccc21,-35,0,-2,i,i,0.9,i,i,i,i,6
O=C(CN1CCCC1)N/N=C/c1ccc(-c2cccc(Cl)c2)o1,-20,-1,-1,i,i,0.1,i,i,i,i,-20
O=C(CCc1[nH]c2ccccc2c1Sc1ccccc1)N(CCO)CCO,-10,-1,1,i,i,.,i,i,i,i,-9
CCCCN(C)Cc1c(C)[nH]c2ccc(Cl)cc2c1=O,-29,-6,-9,i,i,.,i,i,i,i,12
Cc1ccc(O)c(C(=O)/C=C/c2ccc3c(c2)OCCO3)c1,-17,-8,1,i,i,0.8,i,i,i,i,-82
CC(O)CNc1nc(NCc2ccccc2)c2cnn(C)c2n1 (stereo not drawn),-7,3,-5,i,i,-0.2,i,i,i,i,4
CC(C)n1nc(C(=O)Nc2nc3ccccc3[nH]2)c2ccccc2c1=O,0,14,-4,i,i,0.0,i,i,i,i,5
Nc1nnnn1/N=C/C=C/c1ccccc1,-12,-2,-5,i,i,0.5,i,i,i,i,-115
CN=C1CC(SC)=C1c1ccc(C)cc1,-38,2,1,i,i,1.6,i,i,i,i,6
COC(=O)[C@@]1(Cc2ccccc2)[C@H]2c3cc(C(=O)N4CCCC4)n(CCSCCO)c3C[C@H]2CN1C(=O)c1ccccc1,-20,9,-6,i,i,-0.2,i,i,i,-5.2*,9
CC(=O)NC1CC2CCCC(C1)N2C(=O)Nc1ccccc1 (stereo not drawn),10,-2,3,i,i,-0.7,i,i,i,i,9
CCOC(=O)c1cc(S(=O)(=O)NC2CCCCC2)cn1C,-25,3,1,i,i,-0.7,i,i,i,i,-23
CCCn1cnc2cc(NCc3ccc(Br)cc3)ccc21,-150,-2,-1,i,i,3.7,i,i,i,i,-93
O=C(CSc1nnc2ccc(-c3ccco3)nn12)Nc1ccccc1F,.,-6,.,i,i,1.8,i,i,i,.,6
CCCCc1cc(=O)oc2cc(OCC(=O)NC(Cc3c[nH]c4ccc(O)cc34)C(=O)O)ccc12 (stereo not drawn),-15,-3,-10,i,i,-0.1,i,i,i,i,11
CCn1c(-c2ccccn2)nc2cc(S(=O)(=O)N(C)C)ccc21,-18,1,-6,i,i,1.1,i,i,i,i,-32
Cc1ccc(C(O)c2nc3ccccc3n2C(C)C)cc1 (stereo not drawn),6,9,-2,i,i,0.2,i,i,i,i,6
CCC(C)n1c(SCC(=O)Nc2ccc3[nH]c(=O)[nH]c3c2)nc2ccccc2c1=O (stereo not drawn),.,-7,.,i,i,-17,i,i,i,i,6

2 entries from above, field by field.
COc1cccc(-n2c(=O)[nH]cc(C(=O)Nc3ccc4c(c3)OCCO4)c2=O)c1
- KLF5 inh: -28
- SKKanGAS inh: 7
- IEC-6 cytotox: -7
- TRPC4 PAM: i
- TRPC4 agonist: i
- HIF activator: 0.2
- TRPC4 block: i
- TRPC6 inhibitor: i
- TRPC6 activator: i
- MrgX1 antag: i
- aSyn UTR inh: -35
CCn1cc(C(=O)O)c(=O)c2cc(Br)ccc21
- KLF5 inh: -35
- SKKanGAS inh: 0
- IEC-6 cytotox: -2
- TRPC4 PAM: i
- TRPC4 agonist: i
- HIF activator: 0.9
- TRPC4 block: i
- TRPC6 inhibitor: i
- TRPC6 activator: i
- MrgX1 antag: i
- aSyn UTR inh: 6

MrgX1 antag, entries above that show a hit.
canonical_smiles	KLF5 inh	TRPC4 PAM	TRPC4 agonist	TRPC4 block	TRPC6 activator	MrgX1 antag	aSyn UTR inh
COC(=O)[C@@]1(Cc2ccccc2)[C@H]2c3cc(C(=O)N4CCCC4)n(CCSCCO)c3C[C@H]2CN1C(=O)c1ccccc1	-20	i	i	i	i	-5.2*	9

(listing goes on)
molecule,KLF5 inh,SKKanGAS inh,IEC-6 cytotox,TRPC4 PAM,TRPC4 agonist,HIF activator,TRPC4 block,TRPC6 inhibitor,TRPC6 activator,MrgX1 antag,aSyn UTR inh
CCOc1ccc(N(CC(=O)NC2CCCCC2)C(=O)CCC(=O)Nc2cc(C)ccn2)cc1,-30,9,-5,i,i,0.2,i,i,i,i,10
CC(C)[C@H](NC(=O)NC1CCCc2ccccc21)C(=O)O (stereo partly drawn),-14,-5,1,i,i,.,i,i,i,i,16
O=C(COC(=O)c1cnccn1)Nc1ccc(Cl)cc1C(F)(F)F,.,22,.,i,i,-0.1,i,i,i,i,-8
CCOC(=O)c1cn2ccc(C)cc2n1,-33,-9,0,i,i,1.7,i,i,i,i,-107
CCOc1ccc(N(CC(=O)NCc2ccc(F)cc2)S(=O)(=O)c2c(C)noc2C)cc1,-19,-1,-3,i,i,.,i,i,i,i,8
Cc1ccc(C(OCC(O)CN2CCCCC2CO)c2ccccc2)cc1 (stereo not drawn),-10,-5,-4,i,i,0.1,i,i,i,i,-29
CCCN(CCC)S(=O)(=O)c1ccc(C(=O)OCCN2C(=O)c3cccc4c(N5CCOCC5)ccc(c34)C2=O)cc1,-1,-1,-1,i,i,-0.2,i,i,i,i,26
Cc1cc(C)c2nc(N(CCCN(C)C)C(=O)c3ccc(S(=O)(=O)N4CCCCCC4)cc3)sc2c1,.,-2,.,i,i,-0.4,i,i,i,i,-6
COc1ccc(OC)c2[nH]c(=O)c(CCNC(=O)CC(C)C)cc12,-26,0,4,i,i,-0.3,i,i,i,i,2

An excerpt from above with just TRPC6 inhibitor and HIF activator.
SMILES,TRPC6 inhibitor,HIF activator
Cc1cc(C)c2nc(N(CCCN(C)C)C(=O)c3ccc(S(=O)(=O)N4CCCCCC4)cc3)sc2c1,i,-0.4
COc1ccc(OC)c2[nH]c(=O)c(CCNC(=O)CC(C)C)cc12,i,-0.3

Rows were taken by chance (roughly 5.8% active in at least one column).
